Screens (PubChem BioAssay)
tim23-1 inh = inhibits growth of tim23-1 mutant yeast | actives 1.3% (n = 330,000) | inhibition, % at 20 µM | AID 463212 | S. cerevisiae tim23-1 growth, BacTiter-Glo luminescence, 24 h;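 active = growth inhibition of the mutant yeast at or above 50%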;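 also: temperature-sensitive mutant grown at 25 °C; plate controls were DMSO-treated mutant yeast for no effect and medium wells lacking yeast for full effect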
APJ antagonist = APJ receptor antagonism; inhibition, % at 20 µM; P35414; AID 2521; actives 0.32% (n = 330,000); CHO-K1 APJ beta-arrestin complementation, luminescence;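 active = inhibition above about 40% at 20 µM, limit read from the data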;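 also: cells challenged with 10 nM apelin-13 agonist together with compound; plate controls were apelin-13 plus DMSO wells for no effect and DMSO wells lacking apelin-13 for full effect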
CXCR6 block = CXCR6 (human) receptor inhibition; CHO-K1 PathHunter CXCR6 beta-arrestin, luminescence; AID 602244; actives 0.36% (n = 360,000); inhibition, % at 20 µM; in the data active = inhibition above about 34%, passing the limit was not always enough;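 also: antagonist mode with CXCL16 agonist at 10 nM final; 0% = 10 nM CXCL16 with DMSO and 100% = unstimulated wells without agonist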
APJ agonist = APJ receptor agonism; P35414; CHO-K1 APJ PathHunter beta-arrestin, luminescence; 0% DMSO wells, 100% apelin; activation, % at 20 µM; actives 0.11% (n = 330,000);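 active = activation more than six SD over the plate average, tested at 20 µM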;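 also: 0% = DMSO alone and 100% = apelin-13 at 10 nM; some results filed as inactive read as strong as hits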
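assay system = CHO-K1 APJ beta-arrestin complementation cell line | input = cell density 1000 per well | dosing = compound 20 µM once, DMSO 1% | timing = compound 90 min 25 °C, reagent 1 h | measured by = luminescence from split beta-galactosidase complementation, Galacton Star/Emerald II substrate | read-out basis = APJ agonist activity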
XBP1 UPR activ = adaptive UPR (XBP1) activation; AID 463104; actives 0.33% (n = 330,000); activation, % at 20 µM; CHO-XBP1 luciferase reporter, IRE1-XBP1 UPR activation, luminescence; percent of tunicamycin response, DMSO as zero;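 active = versus positive control, 20 µM dose yields 30% or more activation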;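 also: 100% = tunicamycin at 10 µg/mL and 0% = DMSO only wells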
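Material: CHO cell line with stable XBP1 luciferase reporter; buffer or medium: F12 medium containing 10% fetal bovine serum; compound: single point, 20 µM final compound, 1% DMSO; incubation: 6 h treatment, 37 °C; measured by: glow luminescence from Steady-Glo reagent; evaluation: activation, % of tunicamycin; control set: tunicamycin high, DMSO low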
TIM10 inh = inhibits growth of TIM10 yeast strain; inhibition, % at 10 µM; AID 463195; actives 1.4% (n = 330,000); S. cerevisiae TIM10 strain growth, BacTiter-Glo luminescence, 24 h;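 active = inhibition of 40% or more at the single tested concentration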;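 also: wild-type TIM10 isogenic control strain grown at permissive 25 °C; 0% = DMSO yeast wells and 100% = minimal medium wells without yeast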
Mdm2 MdmX PPI = disrupts the human Mdm2-MdmX interaction | actives 3% (n = 330,000) | SaOS-2 split-luciferase Mdm2/MdmX complementation, luminescence | O15151+Q00987 | inhibition, % at 8 µM | AID 485346;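 active = inhibition of at least 50% at 8 µM in the primary screen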
Target sequence (O15151 whole entry, looked up): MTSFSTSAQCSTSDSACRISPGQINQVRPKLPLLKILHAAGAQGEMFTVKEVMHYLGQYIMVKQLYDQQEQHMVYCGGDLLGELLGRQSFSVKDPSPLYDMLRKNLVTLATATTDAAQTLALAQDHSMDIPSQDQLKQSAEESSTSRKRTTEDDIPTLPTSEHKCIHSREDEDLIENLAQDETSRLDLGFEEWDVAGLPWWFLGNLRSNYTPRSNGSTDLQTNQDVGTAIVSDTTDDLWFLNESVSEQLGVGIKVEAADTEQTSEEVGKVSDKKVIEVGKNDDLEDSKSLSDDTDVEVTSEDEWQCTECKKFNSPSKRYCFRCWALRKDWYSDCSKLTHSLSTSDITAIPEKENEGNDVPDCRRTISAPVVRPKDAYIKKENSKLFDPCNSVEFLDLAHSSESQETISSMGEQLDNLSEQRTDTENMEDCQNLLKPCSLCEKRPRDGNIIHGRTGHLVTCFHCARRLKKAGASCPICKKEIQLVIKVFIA
Target sequence (Q00987 whole entry, looked up): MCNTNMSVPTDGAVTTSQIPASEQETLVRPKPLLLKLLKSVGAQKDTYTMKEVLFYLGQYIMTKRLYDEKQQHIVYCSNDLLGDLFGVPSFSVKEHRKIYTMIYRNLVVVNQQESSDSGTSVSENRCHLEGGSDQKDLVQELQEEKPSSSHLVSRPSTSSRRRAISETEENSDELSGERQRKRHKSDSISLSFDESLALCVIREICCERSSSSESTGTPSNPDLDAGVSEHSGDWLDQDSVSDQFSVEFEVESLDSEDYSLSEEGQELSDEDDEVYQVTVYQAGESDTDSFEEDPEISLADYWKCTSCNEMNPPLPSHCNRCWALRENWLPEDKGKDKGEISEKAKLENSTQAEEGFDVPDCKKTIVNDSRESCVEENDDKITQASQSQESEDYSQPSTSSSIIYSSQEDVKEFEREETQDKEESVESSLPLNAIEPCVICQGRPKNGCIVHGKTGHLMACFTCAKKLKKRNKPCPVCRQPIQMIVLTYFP
tim10-1 inh = growth inhibitors of tim10-1 mutant yeast. S. cerevisiae tim10-1 ts strain growth, BacTiter-Glo, 24 h. inhibition, % at 20 µM. actives 2.2% (n = 330,000). AID 463190;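 active = inhibition of at least 40%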;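 also: mutant grown at 25 °C; 0% = DMSO wells with yeast and 100% = wells holding no yeast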
UPR CHOP act = activators of apoptotic arm of unfolded protein response (CHOP); CHO-CHOP luciferase reporter, UPR activation, luminescence; percent of tunicamycin response over DMSO baseline; activation, % at 10 µM; actives 0.34% (n = 330,000); AID 449763;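 active = at 10 µM dose, activation of 40% or more, normalized to positive control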;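 also: 100% = tunicamycin at 10 µg/mL and 0% = DMSO alone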
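Test system: CHO-CHOP cells, stable luciferase reporter of PERK-eIF2a-CHOP signalling | Quantity: 500 CHO-CHOP cells per well | Buffer or medium: F12 plus 10% serum | Compound dosing: 10 µM single point, 0.5% DMSO | Schedule: 6 h compound treatment, 37 °C | Signal: Luciferase luminescence | Control set: Tunicamycin high control, DMSO low control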
Active calls of the source: *. This is a subset; the hit share may differ from the screen's.

Start of the listing, in advance (two entries):
Results for CCCCCNC(=O)CC1Nc2c3ccccc3nc(=S)n2C1=O (stereo not given) ?
tim23-1 inh: 22; APJ antagonist: -22; CXCR6 block: 2; APJ agonist: -2; XBP1 UPR activ: -3; TIM10 inh: -1; Mdm2 MdmX PPI: 16; tim10-1 inh: 9; UPR CHOP act: 0.1

Results for CC1CCCC(C)N1C(=O)COC(=O)CNC(=O)c1ccccc1F (stereo not given) ?
tim23-1 inh: 9; APJ antagonist: -4; CXCR6 block: -4; APJ agonist: 0; XBP1 UPR activ: 2; TIM10 inh: -5; Mdm2 MdmX PPI: 22; tim10-1 inh: 1; UPR CHOP act: -1.7

Results, previewed entries included:
Results for CCCCCNC(=O)CC1Nc2c3ccccc3nc(=S)n2C1=O (stereo not given) ?
tim23-1 inh: 22; APJ antagonist: -22; CXCR6 block: 2; APJ agonist: -2; XBP1 UPR activ: -3; TIM10 inh: -1; Mdm2 MdmX PPI: 16; tim10-1 inh: 9; UPR CHOP act: 0.1

Results for CC1CCCC(C)N1C(=O)COC(=O)CNC(=O)c1ccccc1F (stereo not given) ?
tim23-1 inh: 9; APJ antagonist: -4; CXCR6 block: -4; APJ agonist: 0; XBP1 UPR activ: 2; TIM10 inh: -5; Mdm2 MdmX PPI: 22; tim10-1 inh: 1; UPR CHOP act: -1.7

How did O=C(C1CC(=O)N(c2ccccc2)C1)N1CCC(c2nc3ccccc3[nH]2)CC1 (stereo not given) do in these assays?
tim23-1 inh: -8; APJ antagonist: 10; CXCR6 block: 7; APJ agonist: -1; XBP1 UPR activ: -2; TIM10 inh: 0; Mdm2 MdmX PPI: 13; tim10-1 inh: 6; UPR CHOP act: 0.5

What do the screens show for `CS(=O)(=O)c1ccc(-c2nnn(CC(N)=O)n2)cc1`?
tim23-1 inh: 7; APJ antagonist: -8; CXCR6 block: 0; APJ agonist: 0; XBP1 UPR activ: -1; TIM10 inh: -1; Mdm2 MdmX PPI: 5; tim10-1 inh: 5; UPR CHOP act: 1.2

What do the screens show for `Cc1ccccc1OCC(=O)OCC(=O)c1c[nH]c2ccccc12`?
tim23-1 inh: -7; APJ antagonist: -3; CXCR6 block: -3; APJ agonist: 4; XBP1 UPR activ: 0; TIM10 inh: 3; Mdm2 MdmX PPI: 7; tim10-1 inh: -8; UPR CHOP act: -0.5

What do the screens show for `CCOC(=O)C1=C(COC(=O)[C@H](C)NS(=O)(=O)c2ccccc2F)NC(=O)NC1C` (stereo not given in full)?
tim23-1 inh: 8; APJ antagonist: 7; CXCR6 block: 0; APJ agonist: -4; XBP1 UPR activ: -2; TIM10 inh: 5; Mdm2 MdmX PPI: 32; tim10-1 inh: 9; UPR CHOP act: 0.7

Results for O=C1COc2cccnc2N1 ?
tim23-1 inh: 9; APJ antagonist: -13; CXCR6 block: -5; APJ agonist: -2; XBP1 UPR activ: -2; TIM10 inh: -13; Mdm2 MdmX PPI: -10; tim10-1 inh: 2; UPR CHOP act: -2.4

What do the screens show for `COc1ccc(CNS(=O)(=O)CCNC(=O)c2ccccc2)cc1`?
tim23-1 inh: -8; APJ antagonist: 16; CXCR6 block: 5; APJ agonist: 0; XBP1 UPR activ: -2; TIM10 inh: -10; Mdm2 MdmX PPI: 22; tim10-1 inh: -20; UPR CHOP act: -0.8

Results for Cc1cc(NC(=O)CCCC(=O)N(c2ccccc2)C(C(=O)NC2CCCCC2)c2cccs2)no1 (stereo not given) ?
tim23-1 inh: 3; APJ antagonist: -5; CXCR6 block: 2; APJ agonist: -4; XBP1 UPR activ: -3; TIM10 inh: -11; Mdm2 MdmX PPI: 26; tim10-1 inh: 1; UPR CHOP act: -2.0

How did CCCn1c(C)cc(C(=O)CSc2nc3ccccc3c(=O)n2Cc2ccco2)c1C do in these assays?
tim23-1 inh: -28; APJ antagonist: 12; CXCR6 block: 4; APJ agonist: -3; XBP1 UPR activ: 2; TIM10 inh: -84; Mdm2 MdmX PPI: 12; tim10-1 inh: -57; UPR CHOP act: 4.3

Results for O=C(Nc1cc([N+](=O)[O-])ccc1Cl)C(Sc1ccccc1)c1ccccc1 (stereo not given) ?
tim23-1 inh: -3; APJ antagonist: 6; CXCR6 block: -1; APJ agonist: -1; XBP1 UPR activ: -6; TIM10 inh: 18; Mdm2 MdmX PPI: 14; tim10-1 inh: 12; UPR CHOP act: -2.6

What do the screens show for `CCOc1ccccc1C(=O)Nc1ccc(-n2nncc2C(C)(C)C)cc1`?
tim23-1 inh: 5; APJ antagonist: 8; CXCR6 block: 13; APJ agonist: 2; XBP1 UPR activ: -1; TIM10 inh: 13; Mdm2 MdmX PPI: 20; tim10-1 inh: 20; UPR CHOP act: 0.5

How did CCOc1ccc(N(Cc2nnc3n2CCCCC3)C(=O)Nc2cccc(C)c2)cc1 do in these assays?
tim23-1 inh: -23; APJ antagonist: 9; CXCR6 block: 0; APJ agonist: -4; XBP1 UPR activ: -1; TIM10 inh: 7; Mdm2 MdmX PPI: -5; tim10-1 inh: 7; UPR CHOP act: -2.1

How did COc1ccc(Cc2n[nH]c(=S)n2N)cc1OC do in these assays?
tim23-1 inh: 8; APJ antagonist: -48; CXCR6 block: -4; APJ agonist: 9; XBP1 UPR activ: 2; TIM10 inh: 5; Mdm2 MdmX PPI: 6; tim10-1 inh: -1; UPR CHOP act: -2.4

How did Cc1c2c([n+]3n1CCC3)CC(C)(C)CC2=O do in these assays?
tim23-1 inh: -4; APJ antagonist: 10; CXCR6 block: -8; APJ agonist: 1; XBP1 UPR activ: -1; TIM10 inh: 4; Mdm2 MdmX PPI: -35; tim10-1 inh: 1; UPR CHOP act: -0.5

Results for CN(CC(=O)Nc1ccc(F)cc1)C(=O)COC(=O)CCN1C(=O)C2CC=CCC2C1=O (stereo not given) ?
tim23-1 inh: 6; APJ antagonist: 3; CXCR6 block: -6; APJ agonist: -3; XBP1 UPR activ: 0; TIM10 inh: 9; Mdm2 MdmX PPI: -4; tim10-1 inh: -12; UPR CHOP act: 0.7

How did COc1cccc(COC(=O)C2CCN(S(=O)(=O)c3ccc(Cl)cc3)CC2)c1OC do in these assays?
tim23-1 inh: 12; APJ antagonist: -68; CXCR6 block: -13; APJ agonist: 3; XBP1 UPR activ: -3; TIM10 inh: 6; Mdm2 MdmX PPI: -1; tim10-1 inh: 9; UPR CHOP act: 0.4

How did CC(SCC(=O)Nc1ccc(S(=O)(=O)N2CCCCC2)cc1)C(=O)O (stereo not given) do in these assays?
tim23-1 inh: 17; APJ antagonist: 1; CXCR6 block: -10; APJ agonist: 0; XBP1 UPR activ: 2; TIM10 inh: -8; Mdm2 MdmX PPI: 14; tim10-1 inh: 9; UPR CHOP act: -3.3

What do the screens show for `CC1=C(C(=O)OCc2ccccc2)C(c2ccc(Br)cc2)NC(=O)N1CCCC(=O)O` (stereo not given)?
tim23-1 inh: 11; APJ antagonist: -6; APJ agonist: -1; XBP1 UPR activ: -2; TIM10 inh: 17; Mdm2 MdmX PPI: 1; tim10-1 inh: -16; UPR CHOP act: -0.3

What do the screens show for `COc1cc(/C=C/C(=O)OCC(=O)NCCCc2ccccc2)ccc1O`?
tim23-1 inh: 16; APJ antagonist: 6; CXCR6 block: 8; APJ agonist: -2; XBP1 UPR activ: -2; TIM10 inh: 13; Mdm2 MdmX PPI: -16; tim10-1 inh: 17; UPR CHOP act: 0.5

How did Cc1ccc(N2C(=O)C3C4C=CC(CNC(=S)N5CCN(c6ccccn6)CC5)(O4)C3C2=O)cc1 (stereo not given) do in these assays?
tim23-1 inh: 2; APJ antagonist: -2; CXCR6 block: 9; APJ agonist: -2; XBP1 UPR activ: 1; TIM10 inh: 3; Mdm2 MdmX PPI: 21; tim10-1 inh: 16; UPR CHOP act: 0.3

How did COc1cc(C(=O)NCC(=O)N/N=C(/C)c2ccc3c(c2)CCCC3)cc(OC)c1OC do in these assays?
tim23-1 inh: 11; APJ antagonist: -29; CXCR6 block: -7; APJ agonist: -2; XBP1 UPR activ: 2; TIM10 inh: -1; Mdm2 MdmX PPI: 25; tim10-1 inh: 8; UPR CHOP act: 2.7

What do the screens show for `COc1cccc(CNc2ccc(S(=O)(=O)N3CCCC3)cn2)c1`?
tim23-1 inh: -14; APJ antagonist: -14; CXCR6 block: -6; APJ agonist: -2; XBP1 UPR activ: -3; TIM10 inh: 2; Mdm2 MdmX PPI: 0; tim10-1 inh: 0; UPR CHOP act: -1.7

How did O=C(Nc1ccc(C(=O)O)cc1)/C(=C\C=C\c1ccccc1)NC(=O)c1ccc(Br)cc1 do in these assays?
tim23-1 inh: -1; APJ antagonist: 16; CXCR6 block: -1; APJ agonist: 0; XBP1 UPR activ: -3; TIM10 inh: 20; Mdm2 MdmX PPI: -21; tim10-1 inh: -7; UPR CHOP act: 2.2

How did O=C(COC(=O)C1=COCCO1)Nc1ccc2c(c1)OCO2 do in these assays?
tim23-1 inh: -2; APJ antagonist: 11; CXCR6 block: 1; APJ agonist: -1; XBP1 UPR activ: 5; TIM10 inh: -15; Mdm2 MdmX PPI: -1; tim10-1 inh: 8; UPR CHOP act: 2.5

Results for COc1ccc([N+](=O)[O-])cc1NC(=O)Nc1cccc(Cl)c1 ?
tim23-1 inh: 4; APJ antagonist: 21; CXCR6 block: 11; APJ agonist: -4; XBP1 UPR activ: -2; TIM10 inh: 12; Mdm2 MdmX PPI: 19; tim10-1 inh: 16; UPR CHOP act: 7.6

What do the screens show for `O=[N+]([O-])c1ccc2nc(-c3ccccc3)n(OCc3ccc(Cl)cc3)c2c1`?
tim23-1 inh: 16; APJ antagonist: -7; CXCR6 block: -3; APJ agonist: 5; XBP1 UPR activ: 2; TIM10 inh: 8; Mdm2 MdmX PPI: -140; tim10-1 inh: 17; UPR CHOP act: 6.7

What do the screens show for `N#Cc1cccc(S(=O)(=O)NCC(=O)OCC(=O)NCc2ccccc2)c1`?
tim23-1 inh: 2; APJ antagonist: 4; CXCR6 block: 1; APJ agonist: 0; XBP1 UPR activ: -1; TIM10 inh: 3; Mdm2 MdmX PPI: 8; tim10-1 inh: -17; UPR CHOP act: 1.2

How did Cc1noc(C)c1S(=O)(=O)N(Cc1ccccc1)C(C)C do in these assays?
tim23-1 inh: 10; APJ antagonist: -7; CXCR6 block: 8; APJ agonist: -2; XBP1 UPR activ: -5; TIM10 inh: -30; Mdm2 MdmX PPI: -5; tim10-1 inh: 0; UPR CHOP act: -1.6

What do the screens show for `COc1cccc(/C=N/NC(=O)c2[nH]c(C)c(C(=O)N/N=C/c3cccc(OC)c3O)c2C)c1O`?
tim23-1 inh: 7; APJ antagonist: 16; CXCR6 block: -1; APJ agonist: 2; XBP1 UPR activ: -2; TIM10 inh: -103; Mdm2 MdmX PPI: 62*; tim10-1 inh: 16; UPR CHOP act: 3.5

What do the screens show for `Cc1ccsc1C(=O)N1CCCC(C(=O)c2cc(F)ccc2F)C1` (stereo not given)?
tim23-1 inh: 1; APJ antagonist: 7; CXCR6 block: 0; APJ agonist: -3; XBP1 UPR activ: -2; TIM10 inh: -29; Mdm2 MdmX PPI: 4; tim10-1 inh: -13; UPR CHOP act: -0.6
